Assay outcomes as filed in PubChem BioAssay.
FAS-TE inh: FAS thioesterase domain inhibitors, primary screen, biochemical, fluorescence intensity, uHTS | Fatty acid synthase (Homo sapiens), P49327 | recombinant FAS-TE, OMFH fluorogenic substrate, fluorescence endpoint | inhibition, % at 15 µM | 0.67% of 360,000 active | AID 602261, 2012;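 active = compounds whose normalised, plate-corrected inhibition of enzyme fluorescence in the single-dose primary screen is 50% or more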;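 note: 0% = DMSO with enzyme and 100% = substrate without enzyme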
CSN deneddyl inh: inhibitors of CSN-mediated cullin deneddylation, primary screen, biochemical, fluorescence polarization, uHTS | COP9 signalosome complex subunit 5 (Homo sapiens), Q92905 | Purified CSN, SCF-Nedd8-OG deneddylation | inhibition, % at 12.5 µM | 0.38% of 360,000 active;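 active = pattern-corrected inhibition above about 35%, with an unprinted fluorescence ratio check between 0.5 and 1.5, limit read from the data, passing the limit was not always enough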;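 note: 0% = enzyme with substrate and 100% = substrate without enzyme; some results filed as inactive read as strong as hits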
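Assay system: Purified human Csn5 enzyme expressed in HEK293T cells | Amount: Enzyme 0.24 nM | Measured by: Fluorescence polarization readout | Medium: Tris/NaCl/DTT buffer, pH 7.5 | Compound dosing: One concentration, 12.5 µM, 0.25% DMSO | Times: 90 min incubation of compound, enzyme and substrate at room temperature | Control set: no-enzyme wells high, enzyme-with-substrate wells low | Read-out: % inhibition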
Neddyl block: inhibitors of cullin neddylation, primary screen, biochemical, TR-FRET, uHTS, NAE and Ubc12; AID 651699, 2012; calls only at 25 µM; 0.58% of 360,000 active; in the data active = inhibition above about 36%
Rin1 Abl inh: inhibitors of Rin1-Abl protein binding, primary screen, biochemical, TR-FRET | Tyrosine-protein kinase ABL1 (Homo sapiens) + Ras and Rab interactor 1 (Homo sapiens), … | inhibition, % at 7.35 µM | 0.4% of 360,000 active | AID 588664, 2011; in the data active = inhibition above about 5%, passing the limit was not always enough
MT1-MMP act inh: blockers of MT1-MMP proenzyme processing, primary screen, HT1080 RFP-PRO-GFP cells, GFP/RFP fluorescence; Matrix metalloproteinase-14 (Homo sapiens), P50281; GFP/RFP ratio fluorescence, overnight; percent of plate control window, DMSO zero; GFP/RFP ratio change, % at 20 µM; 0.061% of 360,000 active; AID 651647, 2012;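 active = GFP/RFP ratio change of at least 30% with cell ATP level not reduced by more than half and red fluorescence within 50% of control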; note: strong numbers were not always called active
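Read-out: GFP/RFP fluorescence ratio; Test system: RFP-PRO-GFP reporter HT1080 cells; Compound dosing: single-point 20 µM compound, 1% DMSO; Times: overnight compound exposure at 37 °C.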
SKN-1 inh: suppressors of acrylamide-induced Pgst-4::GFP reporter in worms, primary screen, SKN-1 inhibitor project, whole organism, uHTS, GFP/RFP fluorescence ratio, strain VP596; AID 624304, 2012; inhibition, % at 21.8 µM; C. elegans VP596 Pgst-4::GFP/RFP ratio, 24 h; 0.49% of 360,000 active;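 active = interference check ratio from 0.5 to 1.5 plus GFP to RFP signal ratio inhibition reaching or exceeding a fixed threshold, cut at about 30% in these data, passing the limit was not always enough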; note: some compounds called inactive have numbers as strong as hits
NadD block: inhibitors of S. aureus NadD, primary screen, biochemical, colorimetric, uHTS. purified NadD enzyme, colorimetric absorbance read-out. inhibition, % at 20 µM. 0.78% of 360,000 active; in the data active = inhibition above about 26%; note: some compounds past the cut are filed as inactive
Rpn11 block: Rpn11 (PSMD14) deubiquitinase inhibitors, primary screen, biochemical, fluorescence polarization, uHTS. 0.59% of 360,000 active. human 26S proteasome, Ub4-pepOG fluorescence polarization; 20S core pre-blocked with epoxomicin. AID 588493, 2011. calls only at 20 µM. 26S proteasome non-ATPase regulatory subunit 14 (Homo sapiens), O00487;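 active = inhibition at 20 µM, scaled to each plate's controls, above about 33%, limit read from the data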
Target sequence (O00487 whole entry, looked up): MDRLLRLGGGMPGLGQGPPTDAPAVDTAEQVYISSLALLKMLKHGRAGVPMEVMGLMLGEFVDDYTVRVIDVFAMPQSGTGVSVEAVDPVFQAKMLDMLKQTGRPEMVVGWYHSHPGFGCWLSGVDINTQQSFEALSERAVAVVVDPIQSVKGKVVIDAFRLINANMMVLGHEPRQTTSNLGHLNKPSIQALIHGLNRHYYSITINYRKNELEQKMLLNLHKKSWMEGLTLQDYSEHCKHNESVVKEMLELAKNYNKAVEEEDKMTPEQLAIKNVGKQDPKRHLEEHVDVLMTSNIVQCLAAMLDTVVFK
MLLE-PAM2 inh: inhibitors of PABP1 MLLE–PAM2 peptide binding, primary screen, biochemical, fluorescence polarization, FITC-PAM2, GST-MLLE; Polyadenylate-binding protein 1 (Homo sapiens), P11940; 0.36% of 360,000 active; inhibition, % at 20 µM; AID 588489, 2011; in the data active = inhibition above about 35%, passing the limit was not always enough;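 note: plate controls were DMSO wells with GST-MLLE for no effect and wells lacking GST-MLLE protein for full effect; some results filed as inactive read as strong as hits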
Target sequence (P11940 whole entry, looked up): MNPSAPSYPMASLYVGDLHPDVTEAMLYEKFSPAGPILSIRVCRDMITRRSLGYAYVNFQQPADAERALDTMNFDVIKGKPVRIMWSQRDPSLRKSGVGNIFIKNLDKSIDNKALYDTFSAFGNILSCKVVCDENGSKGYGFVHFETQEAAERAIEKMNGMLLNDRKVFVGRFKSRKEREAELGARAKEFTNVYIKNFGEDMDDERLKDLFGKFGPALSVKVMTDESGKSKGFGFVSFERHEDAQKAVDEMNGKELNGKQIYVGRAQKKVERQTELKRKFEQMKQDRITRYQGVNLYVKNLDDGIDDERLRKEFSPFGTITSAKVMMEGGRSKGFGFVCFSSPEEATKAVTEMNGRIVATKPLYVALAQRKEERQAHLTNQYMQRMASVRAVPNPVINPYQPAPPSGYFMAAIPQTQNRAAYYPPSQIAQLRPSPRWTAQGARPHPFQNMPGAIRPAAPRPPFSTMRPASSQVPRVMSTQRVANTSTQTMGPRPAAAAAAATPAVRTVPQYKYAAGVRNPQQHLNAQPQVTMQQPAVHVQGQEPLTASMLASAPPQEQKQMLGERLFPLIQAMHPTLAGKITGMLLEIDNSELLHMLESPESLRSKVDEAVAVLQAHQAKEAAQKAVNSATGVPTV
Active calls of the source: *; i = inactive; · = no result given. The order is random, and some 3.9% of all compounds hit somewhere here.

SMILES | FAS-TE inh | CSN deneddyl inh | Neddyl block | Rin1 Abl inh | MT1-MMP act inh | SKN-1 inh | NadD block | Rpn11 block | MLLE-PAM2 inh
CCOC(=O)c1c(NC(=S)Nc2ccccc2)sc(C)c1C | 3 | 5 | i | -1 | 4 | 8 | 4 | i | 32
O=C(c1ccccc1F)N1CCN(c2cccc(C(F)(F)F)c2)CC1 | 4 | 2 | i | -1 | 0 | 0 | -3 | i | -29
COc1ccc(NC(=S)NCCc2c(C)[nH]c3ccc(OC)cc23)cc1 | 4 | 7 | i | 1 | 6 | 8 | -1 | i | -37
C#CCOCCOCCOCCNc1nc(N2CCN(C(=O)CCCCCCCCCCNC(=O)[C@H](CCCCN)n3cc(C)nn3)CC2)nc(N2CCN(C(=O)CCCCCCCCCCNC(=O)[C@H](CCCCN)n3cc(CCCC(=O)O)nn3)CC2)n1 | -10 | 14 | i | 3 | 7 | -8 | 14 | i | 4
Cc1cc(C)nc(NS(=O)(=O)c2ccc(N/C=C\C(=O)c3ccc(Cl)cc3)cc2)n1 | -3 | 2 | i | 4 | 1 | 10 | 7 | i | -21
COC(=O)c1c(NC(=O)c2ccccc2N(C)S(=O)(=O)c2ccccc2)sc2c1CCCC2 | 42 | 3 | · | 0 | -9 | 9 | 11 | i | 7
Cc1ccc(-n2c(SCC(=O)Nc3ccc(Cl)cc3)nc(O)cc2=O)cc1 | -3 | -4 | i | 0 | 3 | 4 | -1 | i | 6
NC(=O)c1cc2cc(Br)ccc2oc1=NCc1ccccc1 | 6 | -4 | i | 1 | -3 | -27 | 4 | i | 2
COCCn1c(SCC(=O)N2CCOCC2)nnc1-c1ccco1 | -4 | 1 | i | 0 | 1 | -9 | 0 | i | -4
Cc1ccccc1OCCC(=O)OCC(=O)NCCNC(=O)COC(=O)CCOc1ccccc1C | 6 | 0 | i | 4 | -1 | -20 | -9 | i | -3
O=C(Nc1cc(C(F)(F)F)ccc1N1CCCC1)C1CCCO1 (stereo not drawn) | -2 | -2 | i | 0 | 0 | 16 | 0 | i | 4
Cc1nc2scc(-c3cccs3)c2c(=O)n1N | -9 | -1 | i | 0 | 5 | 14 | -7 | i | 4
CC1=C(C(N)=O)C(c2ccccn2)n2nc(SCc3ccccc3)nc2N1 (stereo not drawn) | -8 | -5 | i | -1 | 0 | 0 | 1 | i | 13
COc1cc(/C=N\NC(=O)c2ccc(=O)[nH]n2)cc(OC)c1OC | -2 | 8 | i | -3 | 11 | 9 | 8 | i | 8
CC(CN1CCCCC1)OC(=O)/C=C/c1ccccc1 (stereo not drawn) | -4 | 3 | i | -2 | 0 | 6 | -5 | i | -8
COC(=O)c1cc(Cl)cc(Cl)c1OS(=O)(=O)N(C)C | -3 | -3 | i | 3 | -1 | -1 | -2 | i | 5
CCCC(C1=C(O)CC(C)(C)CC1=O)C1C(=O)CC(C)(C)CC1=O (stereo not drawn) | -6 | 5 | i | 2 | 11 | -3 | 3 | i | 12
Cc1cc(C)c(S(=O)(=O)c2cccc(C)c2C)c(=O)[nH]1 | -5 | 0 | i | 0 | 1 | 0 | -3 | i | 9
CCN(CC)S(=O)(=O)c1ccc(NN=C2CCN(C)CC2)c([N+](=O)[O-])c1 | 4 | 2 | i | -4 | 4 | 8 | -5 | i | -2
Cc1nn(Cc2ccccc2)c(C)c1CNC(=O)[C@H](C)N=C1NS(=O)(=O)c2ccccc21 | -4 | -7 | i | 1 | 1 | 17 | 6 | i | -60
CCOc1ccccc1NC(=O)C1CCCN1S(=O)(=O)c1ccc2c(c1)C(C)(C)C(=O)N2C (stereo not drawn) | 2 | -4 | i | 0 | 6 | -13 | -5 | i | -10
COc1cc(C)c(Br)cc1S(=O)(=O)NCc1ccncc1 | -8 | -11 | i | 1 | 7 | -11 | 1 | i | -6
O=C(NCC1(N2CCOCC2)CCCCC1)c1cccc(S(=O)(=O)N2CCc3ccccc3C2)c1 | 23 | -10 | i | -7 | -2 | 9 | -1 | i | 0
CCn1c(C(=O)N2CCCC(C(=O)NCCCc3ccccc3)C2)cc2sccc21 (stereo not drawn) | 12 | 3 | i | -1 | 0 | 18 | -4 | i | 7
O=C(Cn1cc(C(F)(F)F)ccc1=O)N1CCCc2ccccc21 | -12 | -2 | i | 2 | 0 | 0 | -1 | i | -4
The list goes on:
SMILES | FAS-TE inh | CSN deneddyl inh | Neddyl block | Rin1 Abl inh | MT1-MMP act inh | SKN-1 inh | NadD block | Rpn11 block | MLLE-PAM2 inh
O=C(NCC1CCCN(C(=O)CN2CCCCC2)C1)c1ccccc1Cl (stereo not drawn) | -8 | 2 | i | 2 | 6 | -27 | 1 | i | -9
OC(c1ccc(F)cc1)c1nc(-c2ccncc2)cs1 (stereo not drawn) | 1 | 1 | i | 0 | 7 | -12 | -2 | i | -4
CC(=O)N1CCN(C(=O)c2ccc(Cl)c(S(=O)(=O)N3CC(C)OC(C)C3)c2)CC1 (stereo not drawn) | -8 | 0 | i | 1 | -3 | 2 | 1 | i | -2
CCOC(=O)C(=NCCCN(C)C)NNc1ccc(Br)cc1 | -8 | 0 | i | 3 | 0 | -11 | 2 | i | -16
O=C(Nc1ncccc1Cl)c1ccccc1F | -6 | -1 | i | 1 | 5 | 5 | -20 | i | -4
CCOC(=O)C1(C)NC(c2ccccc2F)C2C(=O)N(c3cccc(C(C)=O)c3)C(=O)C21 (stereo not drawn) | -6 | 3 | i | 0 | -1 | -3 | -2 | i | -3
OCC[C@H]1C[C@H](O)[C@@H](O)[C@@]2(OCCCc3ccccc32)O1 | -4 | -1 | i | 4 | 2 | -32 | 0 | i | 3
O=C(O)c1c2c(nc3ccc(S(=O)(=O)N4CCC(C(=O)NCc5ccc(Cl)cc5)CC4)cc13)CCCC2 | -6 | 5 | i | 0 | -5 | -9 | 14 | i | 5
N#Cc1ccc(-c2nc3ccc(Br)cn3c2Cc2cccc(Cl)c2)cc1 | 16 | 5 | i | -32 | -1 | 19 | 10 | i | -23
COc1cc(C(C(=O)NC2CCCC2)N(C(=O)Cc2cccs2)C2CC2)cc(OC)c1OC (stereo not drawn) | -2 | -21 | i | 4 | -2 | 3 | 4 | i | -8
O=C(Nc1nc2ccccc2[nH]1)c1ccc(F)c(S(=O)(=O)N2CCOCC2)c1 | -5 | -6 | i | 1 | 12 | 8 | 0 | i | 2
Cc1cc(C)c2nc(NNC(=O)c3cc(-c4cccs4)nc4ccccc34)sc2c1 | 10 | 6 | i | 0 | 1 | 20 | 51* | i | -67
CCN(CC)C(=O)C1CCN(S(=O)(=O)c2ccc(-n3cnnn3)cc2)CC1 | -2 | 1 | i | -1 | -3 | -7 | -9 | i | 20
N#Cc1ccc(NCC(=O)Nc2ccc3c(c2)OCCO3)cc1 | -6 | -1 | i | -1 | 3 | -1 | -9 | i | 12
Cc1cc(Br)ccc1NC(=O)CNC(=O)CN1C(=O)NC2(CCCCCC2)C1=O | 21 | 1 | i | 3 | 0 | 9 | 3 | i | 3
O=S(=O)(Nc1cccc(Br)c1)c1cccc2nsnc12 | -3 | -2 | i | -2 | 5 | -3 | -4 | i | 7
CC(Sc1n[nH]c(=O)n1Cc1ccccc1)C(=O)NC1CCCCC1C (stereo not drawn) | -3 | 1 | i | 0 | -1 | -4 | -3 | i | 6
O=C(CSc1nnc(-c2cccnc2)o1)c1cc2ccccc2oc1=O | -1 | -1 | i | -3 | -14 | 12 | 6 | i | -6
COc1ccc(NC(=O)CN(C)C(=O)c2sc3cc(Cl)ccc3c2Cl)cc1 | 4 | -4 | i | 0 | 4 | 16 | -5 | i | 13
C[C@]12CC[C@@H]3c4cc(O)c(O)cc4CC[C@H]3[C@@H]1CC[C@@H]2O | -6 | -4 | i | 4 | 7 | 5 | 1 | i | 6
COCCN=C(NS(=O)(=O)c1cccs1)c1ccccc1Cl | -6 | -2 | i | 1 | -1 | 1 | -2 | i | 3
CCN(CC)c1ccc(NC(=S)NCC2CCCO2)cc1 (stereo not drawn) | -3 | -3 | i | -3 | 3 | -6 | -2 | i | -1
COc1ccc(NC(=S)NN2CCOCC2)cc1OC | -8 | 2 | i | 2 | -2 | -3 | 0 | i | 0
Nc1cc([N+](=O)[O-])ccc1OCc1ccccc1 | 5 | -6 | i | 0 | -1 | 0 | -1 | i | -15
CCC(=O)Nc1nc(-c2ccc3c(c2)OCCO3)cs1 | 7 | 5 | i | -1 | -1 | 5 | 5 | i | -4
Going on with the list:
SMILES | FAS-TE inh | CSN deneddyl inh | Neddyl block | Rin1 Abl inh | MT1-MMP act inh | SKN-1 inh | NadD block | Rpn11 block | MLLE-PAM2 inh
COc1ccc(C(=O)NC(=S)NC2CCCCC2)cc1 | 25 | 7 | i | -1 | 1 | -8 | -5 | i | 19
CCn1c(COc2ccccc2)nnc1SCC(=O)Nc1cc(C)ccc1OC | 3 | -10 | i | 3 | 1 | -5 | -9 | i | -29
O=C1NC(=O)/C(=C/c2ccc(OS(=O)(=O)c3ccc(F)cc3F)cc2)N1 | 9 | -5 | i | 2 | 12 | 10 | -3 | i | -3
COc1ccc(CNS(=O)(=O)c2cc(-c3cc(C)no3)ccc2OC)cc1OC | -3 | -2 | i | 2 | 6 | 20 | -3 | i | 10
CC(C)N=C(Nc1ccccc1)c1cccnc1 | -8 | -2 | i | -1 | 0 | 14 | 3 | i | 2
CCc1nc2ccc(C(=O)N3CCN(C(=O)c4ccco4)CC3)cn2c1N(C)C(=O)c1cccc(OC)c1 | -11 | 0 | i | -3 | 1 | -5 | 3 | i | -13
CCOC(=O)c1c(NC(=O)CSC(=S)N2CCOCC2)sc(C)c1C | 2 | -10 | i | 2 | 0 | 2 | -2 | i | 9
O=C(C[C@H]1C[C@@H]2c3cc(NC(=O)C4CCC4)ccc3O[C@@H]2[C@H](CO)O1)NC1CCCCC1 | -6 | -2 | i | 2 | 2 | -6 | -5 | i | -16
Cc1ccc(C(=O)NNC(=O)c2ccncc2)cc1C | -4 | 3 | i | -3 | 3 | 7 | -5 | i | -1

Part of the list above, with two lines to a compound.
Sequence of screens: FAS-TE inh, CSN deneddyl inh, Neddyl block, Rin1 Abl inh, MT1-MMP act inh, SKN-1 inh, NadD block, Rpn11 block, MLLE-PAM2 inh
O=C(O)c1c2c(nc3ccc(S(=O)(=O)N4CCC(C(=O)NCc5ccc(Cl)cc5)CC4)cc13)CCCC2
  -6, 5, i, 0, -5, -9, 14, i, 5
N#Cc1ccc(-c2nc3ccc(Br)cn3c2Cc2cccc(Cl)c2)cc1
  16, 5, i, -32, -1, 19, 10, i, -23
COc1cc(C(C(=O)NC2CCCC2)N(C(=O)Cc2cccs2)C2CC2)cc(OC)c1OC (stereo not drawn)
  -2, -21, i, 4, -2, 3, 4, i, -8
O=C(Nc1nc2ccccc2[nH]1)c1ccc(F)c(S(=O)(=O)N2CCOCC2)c1
  -5, -6, i, 1, 12, 8, 0, i, 2
Cc1cc(C)c2nc(NNC(=O)c3cc(-c4cccs4)nc4ccccc34)sc2c1
  10, 6, i, 0, 1, 20, 51*, i, -67
